Mtb BioA inh = inhibitors of Mycobacterium tuberculosis BioA enzyme | purified M. tuberculosis BioA enzyme, plate reader | AID 602481 | hit rate 0.096% among 360,000 | inhibition, % at 9.99 µM; in the data active = inhibition above about 40%
The depositor's hits bear a star. Not all compounds are listed. The share of hits here may be higher or lower than overall.

SMILES	Mtb BioA inh
Cc1noc(C)c1NC(=O)Nc1ccc2c(c1)C(=O)N([C@@H](C)CO)C[C@H](C)[C@@H](CN(C)CC1CCCCC1)OCCCC[C@H](C)O2	3.4
CN(C)C(=O)c1cccc(-c2cccc(-c3nc(C(=O)NCc4ccccc4)cc4c3[C@H](CCO)N([S@@](=O)C(C)(C)C)C4)c2)c1	1.7
COc1cccc(-c2ccc3c(c2)[C@@H]2[C@@H](CCN2C(=O)C2CCC2)[C@@H](CO)N3)c1	-1.5
C[C@H]1CN([C@@H](C)CO)S(=O)(=O)c2ccc(-c3ccccc3F)cc2O[C@H]1CN(C)S(C)(=O)=O	0.3
COCc1cn(CC[C@@H]2CC[C@@H](NC(=O)c3ccccc3)[C@@H](CO)O2)nn1	-0.5
CC(C)NC(=O)Nc1ccc2c(c1)C(=O)N([C@@H](C)CO)C[C@@H](C)[C@@H](CN(C)C(=O)CCC(F)(F)F)OCCCC[C@@H](C)O2	-2.5
CN1C(=O)c2cc(NS(C)(=O)=O)ccc2OC[C@@H]2O[C@H](CC(=O)N3CCOCC3)CC[C@H]21	-0.5
C[C@@H]1CN([C@@H](C)CO)C(=O)c2cccc(NS(=O)(=O)c3cn(C)cn3)c2O[C@H]1CN(C)C(=O)Nc1cccc2ccccc12	-0.6
COc1ccc(S(=O)(=O)N(C)C[C@H]2Oc3c(cccc3N(C)C)C(=O)N([C@@H](C)CO)C[C@H]2C)cc1	0.5
CO[C@@H]1CN(C)C(=O)c2cc(NC(=O)Nc3ccccc3)ccc2OC[C@H](C)N(C(C)=O)C[C@@H]1C	-0.6
CN1C(=O)c2cc(NC(=O)NCc3ccccc3)ccc2OC[C@H]2O[C@H](CC(=O)NCC3CCCCC3)CC[C@H]21	-5.4
COc1ccc(S(=O)(=O)Nc2ccc3c(c2)CC(=O)N([C@H](C)CO)C[C@@H](C)[C@H](CN(C)C(=O)Nc2ccc(F)cc2)O3)cc1	-1.5
C[C@H](CO)N1C[C@H](C)[C@@H](CN(C)C(=O)Nc2ccc3c(c2)OCO3)OCCCC[C@H](C)Oc2ccc(NS(=O)(=O)c3cccs3)cc2C1=O	-0.7
CCS(=O)(=O)Nc1ccc2c(c1)C(=O)N(C)C[C@@H](OC)[C@@H](C)CN(C(C)=O)[C@@H](C)CO2	-0.4
CNC[C@H]1OCCCC[C@@H](C)Oc2ccc(NS(C)(=O)=O)cc2C(=O)N([C@@H](C)CO)C[C@@H]1C	-4.6
C[C@H](O)C#Cc1cnc2c(c1)C(=O)N([C@@H](C)CO)C[C@H](C)[C@@H](CN(C)Cc1cccc(F)c1)O2	2.0
O=C(Nc1ccc(F)cc1)N1CCCCN2[C@@H](CO)[C@H](c3ccc(C4=CCCCC4)cc3)[C@@H]2C1	-2.3
C[C@@H]1CN([C@H](C)CO)C(=O)Cc2cc(NC(=O)Cc3cn(C)c4ccccc34)ccc2O[C@H]1CN(C)C	-2.7
COc1ccccc1NC(=O)N1CCCCN2[C@@H](CO)[C@H](c3ccc(-c4cccc(F)c4)cc3)[C@@H]2C1	6.1
CO[C@@H]1CN(C)C(=O)c2ccc(NS(C)(=O)=O)cc2OC[C@H](C)N(Cc2ccccn2)C[C@@H]1C	-1.0
CO[C@@H]1CN(C)C(=O)c2cc(NC(C)=O)ccc2OC[C@H](C)N(Cc2ccccn2)C[C@H]1C	-0.1
CO[C@H]1CN(C)C(=O)c2ccc(NC(=O)c3ccccc3F)cc2OC[C@@H](C)NC[C@@H]1C	-1.8
C[C@H]1CN([C@@H](C)CO)C(=O)Cc2cc(NS(C)(=O)=O)ccc2O[C@H]1CN(C)Cc1ccc(C(=O)O)cc1	-2.0
C[C@H](CO)N1C[C@H](C)[C@@H](CN(C)C(=O)Cc2ccccc2)Oc2cc(-c3ccccc3)ccc2S1(=O)=O	11
CCNC(=O)C[C@@H]1CC[C@@H]2[C@@H](COc3ccc(NC(=O)c4ccccc4)cc3C(=O)N2C)O1	1.1
CC(C)[C@H](C)NC(=O)N(C)C[C@H]1OCc2ccccc2-c2c(n(C)c3ccccc23)C(=O)N([C@H](C)CO)C[C@H]1C	0.6
CNC[C@H]1Oc2c(NS(C)(=O)=O)cccc2C(=O)N([C@H](C)CO)C[C@@H]1C	-1.6
C[C@@H](NC(=O)C[C@@H]1C[C@@H]2c3cc(NC(=O)c4cccnc4)ccc3O[C@@H]2[C@H](CO)O1)c1ccccc1	1.0
CN(C)C(=O)C[C@H]1C[C@@H]2c3cc(NS(=O)(=O)c4ccc(F)cc4)ccc3O[C@@H]2[C@@H](CO)O1	-1.9
COc1ccccc1NC(=O)N1C[C@@H]2[C@H](c3ccccc31)[C@H](CO)N2Cc1ccccc1F	-1.7
CCNC(=O)C[C@H]1CC[C@@H](NC(=O)NC2CCCCC2)[C@@H](CO)O1	-1.6
O=C(C[C@H]1CC[C@@H](NS(=O)(=O)c2ccc(F)cc2)[C@@H](CO)O1)N1CCc2ccccc2C1	-0.2
O=C(C[C@@H]1CC[C@H]2[C@@H](COC[C@H](O)CN2Cc2ccccc2F)O1)NCc1ccccc1F	1.8
C[C@@H]1CN([C@H](C)CO)C(=O)c2ccccc2-c2ccccc2CO[C@@H]1CN(C)Cc1cccnc1	-1.0
COc1cccc(-c2cn(CC[C@H]3CC[C@@H](NS(=O)(=O)c4ccccc4Cl)[C@@H](CO)O3)nn2)c1	-0.6
C[C@H]1CN([C@@H](C)CO)C(=O)c2cc(-c3cccc(C#N)c3)cnc2O[C@@H]1CN(C)C(=O)c1ccccn1	-2.0

Five entries from above, as comma-separated lines:
SMILES,Mtb BioA inh
CC(C)[C@H](C)NC(=O)N(C)C[C@H]1OCc2ccccc2-c2c(n(C)c3ccccc23)C(=O)N([C@H](C)CO)C[C@H]1C,0.6
C[C@H]1CN([C@@H](C)CO)C(=O)c2cc(-c3cccc(C#N)c3)cnc2O[C@@H]1CN(C)C(=O)c1ccccn1,-2.0
O=C(C[C@H]1CC[C@@H](NS(=O)(=O)c2ccc(F)cc2)[C@@H](CO)O1)N1CCc2ccccc2C1,-0.2
CNC[C@H]1Oc2c(NS(C)(=O)=O)cccc2C(=O)N([C@H](C)CO)C[C@@H]1C,-1.6
C[C@@H](NC(=O)C[C@@H]1C[C@@H]2c3cc(NC(=O)c4cccnc4)ccc3O[C@@H]2[C@H](CO)O1)c1ccccc1,1.0

(next part)
SMILES	Mtb BioA inh
CN(C)CC(=O)N1[C@H](CO)[C@H](c2ccc(-c3cccc(C(=O)N(C)C)c3)cc2)[C@@H]1C#N	0.7
C[C@@H]1CN([C@@H](C)CO)C(=O)c2cccc(NS(C)(=O)=O)c2O[C@H]1CN(C)Cc1ccc(Cl)c(Cl)c1	-0.4
COCCNC(=O)C[C@@H]1C[C@@H]2c3cc(N(C)C)ccc3O[C@@H]2[C@H](CO)O1	-4.1
CO[C@@H]1CN(C)C(=O)c2cc(NS(C)(=O)=O)ccc2OC[C@@H](C)N(C(=O)CC2CC2)C[C@H]1C	-0.1
C[C@H]1CCCCO[C@H](CN(C)Cc2ccc(C(F)(F)F)cc2)[C@@H](C)CN([C@@H](C)CO)C(=O)c2cc(NC(=O)Nc3ccc(C(F)(F)F)cc3)ccc2O1	0.4
C[C@H](CO)N1C[C@H](C)[C@H](CN(C)C(=O)Nc2ccc(F)cc2)Oc2ncc(C#Cc3cccc(F)c3)cc2C1=O	-0.2
COC(=O)C[C@@H]1C=C[C@H](NC(=O)c2ccccc2)[C@H](CO)O1	-1.3
CN1C(=O)c2cc(NC(=O)c3ccc(C(F)(F)F)cc3)ccc2OC[C@@H]2O[C@@H](CC(=O)NCc3ccc4c(c3)OCO4)CC[C@H]21	0.4
CO[C@@H]1CN(C)C(=O)c2cc(NC(=O)C3CC3)ccc2OC[C@@H](C)N(CCc2ccccc2)C[C@@H]1C	2.0
CO[C@H]1CN(C)C(=O)c2cc(NC(C)=O)ccc2OC[C@H](C)N(Cc2cccc(F)c2)C[C@H]1C	-2.9
Cc1noc(C)c1S(=O)(=O)Nc1ccc2c(c1)C(=O)N([C@H](C)CO)C[C@@H](C)[C@H](CN(C)Cc1ccc(C(=O)O)cc1)OCCCC[C@@H](C)O2	-4.5
C[C@@H]1CN([C@H](C)CO)C(=O)Cc2cc(NS(=O)(=O)c3ccc(Cl)cc3)ccc2O[C@@H]1CN(C)CC1CCCCC1	0.5
C[C@H]1CN([C@@H](C)CO)C(=O)Cc2cc(NC(=O)C3CCCCC3)ccc2O[C@H]1CN(C)Cc1ccc(C(F)(F)F)cc1	-1.5
O=C(C[C@H]1CC[C@@H](NS(=O)(=O)c2ccc(F)cc2)[C@H](CO)O1)NCCN1CCCCC1	-3.5
O=C(C[C@@H]1C=C[C@H](NC(=O)Nc2cc(F)ccc2F)[C@@H](CO)O1)NCc1ccncn1	-0.3
C[C@H]1CCCCO[C@@H](CN(C)C(=O)Nc2ccc(C(F)(F)F)cc2)[C@@H](C)CN([C@@H](C)CO)C(=O)c2cc(N(C)C)ccc2O1	-1.1
CCCN1C[C@@H](C)[C@@H](OC)CN(C)C(=O)c2cc(NS(C)(=O)=O)ccc2OC[C@H]1C	-0.7
O=C(C[C@H]1CC[C@H]2[C@@H](COC[C@@H](O)CN2C(=O)c2ccccc2)O1)Nc1ccc(-c2ccccc2)cc1	-2.6
COc1cccc(NC(=O)N[C@@H]2CC[C@H](CC(=O)N3CCCCC3)O[C@@H]2CO)c1	0.5
O=C(Cc1ccncc1)NCC[C@H]1CC[C@@H](NC(=O)C2CCCCC2)[C@@H](CO)O1	-2.2
C[C@@H]1CN([C@H](C)CO)C(=O)c2cc(C3=CCCC3)cnc2O[C@@H]1CN(C)C(=O)Nc1ccc(C(F)(F)F)cc1	0.4
COc1ccc(NC(=O)Nc2cccc3c2O[C@H](CN(C)CC2CCCCC2)[C@H](C)CN([C@@H](C)CO)C3=O)cc1	-3.4
C[C@@H]1CN([C@@H](C)CO)S(=O)(=O)c2ccc(C#C[C@@H](C)O)cc2O[C@H]1CN(C)CC1CCCC1	6.8
C[C@H](CO)N1C[C@H](C)[C@H](CN(C)C(=O)Nc2cccc3ccccc23)Oc2ccc(NC(=O)C3CCCCC3)cc2CC1=O	-0.3
C[C@H](CO)N1C[C@H](C)[C@@H](CN(C)C(=O)Nc2ccc(F)cc2)OCCCC[C@H](C)Oc2ccc(NC(=O)Nc3ccc4c(c3)OCO4)cc2C1=O	4.8
C[C@H](CO)N1C[C@H](C)[C@H](CN(C)S(=O)(=O)c2ccc(F)cc2)Oc2ccc(NC(=O)CCN3CCOCC3)cc2C1=O	-0.5
C[C@@H]1CN([C@@H](C)CO)C(=O)c2cc(NS(=O)(=O)c3cn(C)cn3)ccc2O[C@@H]1CN(C)Cc1ccc(C(=O)O)cc1	-2.8
O=C(C[C@@H]1CC[C@@H]2NC[C@@H](O)COC[C@H]2O1)NCCN1CCCC1	-3.9
C[C@H]1CN([C@@H](C)CO)C(=O)c2cccc(NC(=O)c3nc4ccccc4s3)c2O[C@H]1CN(C)C(=O)NC1CCCCC1	1.0
C[C@@H]1CN([C@H](C)CO)C(=O)c2cc(-c3cccc(C(=O)N(C)C)c3)cnc2O[C@@H]1CN(C)CC1CC1	-2.4
Cc1noc(C)c1S(=O)(=O)Nc1ccc2c(c1)C(=O)N([C@@H](C)CO)C[C@H](C)[C@@H](CN(C)S(=O)(=O)c1ccc(F)cc1)OCCCC[C@H](C)O2	3.1
C[C@@H]1CN([C@@H](C)CO)C(=O)c2cc(NC(=O)Nc3ccc4c(c3)OCO4)ccc2O[C@@H](C)CCCCO[C@H]1CN(C)C(=O)Nc1ccc(C(F)(F)F)cc1	0.2
C[C@@H]1CN([C@H](C)CO)C(=O)c2cc(-c3ccc(C(=O)N(C)C)cc3)cnc2O[C@H]1CN(C)Cc1ccc(C(=O)O)cc1	-1.4
COc1ccc(S(=O)(=O)N(C)C[C@H]2Oc3c(NC(=O)C4CCOCC4)cccc3C(=O)N([C@H](C)CO)C[C@H]2C)cc1	-2.5
C[C@@H]1CN([C@@H](C)CO)C(=O)c2cc(Br)cnc2O[C@H]1CN(C)CC1CCCC1	1.8
COc1ccc(S(=O)(=O)N(C)C[C@H]2Oc3ccc(NC(=O)CCC(F)(F)F)cc3C(=O)N([C@@H](C)CO)C[C@@H]2C)cc1	0.5

2 entries from above, field by field:
> C[C@@H]1CN([C@H](C)CO)C(=O)c2cc(-c3cccc(C(=O)N(C)C)c3)cnc2O[C@@H]1CN(C)CC1CC1
  Mtb BioA inh = -2.4

> Cc1noc(C)c1S(=O)(=O)Nc1ccc2c(c1)C(=O)N([C@@H](C)CO)C[C@H](C)[C@@H](CN(C)S(=O)(=O)c1ccc(F)cc1)OCCCC[C@H](C)O2
  Mtb BioA inh = 3.1

Carrying on.
SMILES	Mtb BioA inh
O=C(Nc1cccc(F)c1)N1CCCCN2[C@@H](CO)[C@H](c3ccc(-c4ccccc4F)cc3)[C@@H]2C1	-2.1
C[C@@H]1CCCCO[C@H](CN(C)Cc2ccccc2)[C@@H](C)CN([C@@H](C)CO)C(=O)c2cc(NC(=O)c3ccncc3)ccc2O1	-1.9
CC(C)NC(=O)Nc1ccc2c(c1)CC(=O)N([C@H](C)CO)C[C@@H](C)[C@H](CN(C)C)O2	-2.9
CCNC(=O)Nc1ccc2c(c1)C(=O)N(C)[C@H]1CC[C@H](CC(=O)NCC3CC3)O[C@H]1CO2	0.7
C[C@@H]1CN([C@H](C)CO)C(=O)c2cccc(NC(=O)c3nc4ccccc4s3)c2O[C@@H]1CN(C)Cc1ccc(C(=O)O)cc1	-1.3
OC[C@@H]1[C@@H](c2ccc(-c3ccc(F)cc3)cc2)[C@@H]2CN(Cc3ccccn3)CCCCN12	-1.4
CO[C@H](CN(C)Cc1cc(F)ccc1F)[C@@H](C)CN(C(=O)Nc1ccc(F)cc1)[C@@H](C)CO	0.4
CCNC(=O)C[C@H]1CC[C@@H]2[C@H](COC[C@H](O)CN2S(=O)(=O)c2ccccc2F)O1	-1.2
C[C@@H]1CN([C@H](C)CO)S(=O)(=O)c2ccc(C#Cc3ccncc3)cc2O[C@@H]1CN(C)C(=O)C1CCOCC1	-1.2

Quoted from the results shown for reference:
SMILES	Mtb BioA inh
C[C@@H]1CN([C@H](C)CO)C(=O)c2cccc(NC(=O)c3nc4ccccc4s3)c2O[C@@H]1CN(C)Cc1ccc(C(=O)O)cc1	-1.3
OC[C@@H]1[C@@H](c2ccc(-c3ccc(F)cc3)cc2)[C@@H]2CN(Cc3ccccn3)CCCCN12	-1.4
CO[C@H](CN(C)Cc1cc(F)ccc1F)[C@@H](C)CN(C(=O)Nc1ccc(F)cc1)[C@@H](C)CO	0.4
CCNC(=O)C[C@H]1CC[C@@H]2[C@H](COC[C@H](O)CN2S(=O)(=O)c2ccccc2F)O1	-1.2
